USP1 inh: inhibitors of human USP1/UAF1 deubiquitinase; recombinant USP1/UAF1, Ub-Rhodamine cleavage fluorescence; Potency, µM (series often up to 57.1 µM), inactives show at the highest dose activity change, negative = inhibition, most hits filed as inhibitors; actives 0.23% (n = 390,000); note: potency is the fitted concentration of half-maximal effect; % is set by controls: 0 for no effect and ±100 for the full control effect; nearly all actives have a fitted effect of over 60% in size; inactives centre near -12
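USP1/UAF1 complex at 1 nM was preincubated with compound for 15 min at room temperature, then Ub-Rho substrate (150nM final) was added. Fluorescence (480/540 nm) was read kinetically, 6 reads every 60 seconds.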
PI4K2A block: PI4K2A (human) kinase inhibition. activity change, negative = inhibition, % at 76.9 µM. purified PI4K2A, ADP-Glo luminescence, 1 h; active compounds read low. Q9BTU6. actives 0.13% (n = 420,000). AID 1346378; in the data active = activity change below about -50%; inconclusive = mostly about -30% to -49%;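 note: -100% = wells without enzyme as full effect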
Target sequence (Q9BTU6 whole entry, looked up): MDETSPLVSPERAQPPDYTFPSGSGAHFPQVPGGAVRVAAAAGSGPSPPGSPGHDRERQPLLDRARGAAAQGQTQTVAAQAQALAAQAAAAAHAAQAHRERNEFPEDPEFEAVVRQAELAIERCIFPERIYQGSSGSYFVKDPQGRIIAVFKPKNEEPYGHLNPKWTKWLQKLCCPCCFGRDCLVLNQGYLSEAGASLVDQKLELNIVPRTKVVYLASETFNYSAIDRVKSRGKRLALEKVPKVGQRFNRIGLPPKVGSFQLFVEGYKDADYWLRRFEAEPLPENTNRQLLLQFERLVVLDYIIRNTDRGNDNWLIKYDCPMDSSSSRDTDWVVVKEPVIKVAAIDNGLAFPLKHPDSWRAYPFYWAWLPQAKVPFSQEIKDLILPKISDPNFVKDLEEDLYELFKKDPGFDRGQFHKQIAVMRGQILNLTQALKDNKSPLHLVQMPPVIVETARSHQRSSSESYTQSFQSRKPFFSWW
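ADP-Glo luminescence measured ADP generated by PI4K2A enzyme (4 ug/mL before mixing) with 1.2 mM PI substrate (pre-mix) and 300 microM ATP (pre-mix). Tris pH7.5 buffer with MgCl2, Triton X-100; 1 h reaction at ambient temperature.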
GLS inh: inhibitors of human glutaminase (GLS). GLS enzymatic activity, qHTS titration. Potency, µM (titrated, usually from 45.5 µM), without a hit: at the highest dose activity change, negative = inhibition, hits mostly inhibitors. actives 0.21% (n = 410,000); note: potency is the fitted concentration of half-maximal effect; % is set by controls: 0 for no effect and ±100 for the full control effect
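Human kidney-isoform GLS in 45 mM KH2PO4 pH 8.2, 0.02% Tween-20, with compound, started with 1mM L-Glutamine (added stock). Glutamate oxidase/HRP/Amplex red coupled fluorescence read at start and after 30 min at RT.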
Pin1 inhibitor: blocks the human prolyl isomerase Pin1; Pin1 FP peptide displacement, HiFluor488, 10 min; actives 0.009% (n = 390,000); AID 504891; Q13526; Potency, µM (series often up to 115 µM), for the others: at the top dose activity, negative = inhibition, most hits filed as inhibitors; active = well fitted inhibition curve with a large enough effect in the polarisation, with a control signal flat, not every such curve was filed as active; inconclusive = small, poorly fitted or top-dose-only effect, or effect the other way, or a change in a side signal; inactive = no such curve, though single readings can be large or run the other way; the % refers to the polarisation; note: potency is the fitted concentration of half-maximal effect; % is set by controls: 0 for no effect and ±100 for the full control effect
Target sequence (Q13526 whole entry, looked up): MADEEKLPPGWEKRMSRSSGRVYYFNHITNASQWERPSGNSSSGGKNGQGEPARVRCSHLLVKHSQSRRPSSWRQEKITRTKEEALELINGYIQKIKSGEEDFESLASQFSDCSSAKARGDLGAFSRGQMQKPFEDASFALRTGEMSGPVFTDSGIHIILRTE
IDH1 R132H inh: human IDH1 R132H inhibition. O75874. AID 602179. IDH1-R132H enzyme, NADPH consumption, diaphorase/resazurin fluorescence. Potency, µM (top dose mostly 76.6 µM), for the others: at the highest dose activity change, negative = inhibition, hits mostly inhibitors. actives 0.093% (n = 390,000); note: potency is the fitted concentration of half-maximal effect; % is set by controls: 0 for no effect and ±100 for the full control effect; nearly all actives have a fitted effect of over 65% in size
Target sequence (O75874 whole entry R132H, stated change not applied): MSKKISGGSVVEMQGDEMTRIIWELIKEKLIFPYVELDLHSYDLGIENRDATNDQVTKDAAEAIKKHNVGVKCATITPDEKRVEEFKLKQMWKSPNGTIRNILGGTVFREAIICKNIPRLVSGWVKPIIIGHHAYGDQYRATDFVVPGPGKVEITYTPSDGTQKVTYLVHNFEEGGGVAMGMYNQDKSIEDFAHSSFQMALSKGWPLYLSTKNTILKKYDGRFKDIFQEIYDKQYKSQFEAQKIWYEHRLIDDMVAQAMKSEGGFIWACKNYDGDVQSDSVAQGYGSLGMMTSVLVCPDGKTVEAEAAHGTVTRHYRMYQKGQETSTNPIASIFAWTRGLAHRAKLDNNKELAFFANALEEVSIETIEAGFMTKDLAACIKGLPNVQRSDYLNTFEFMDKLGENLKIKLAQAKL
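IDH1-R132H (0.5 ug/mL dispensed) in pH 7.5 Tris buffer was preincubated 30 min with compound, then given a substrate mix of 0.016 mM NADPH and 2 mM alpha-KG for 80 min at room temperature; remaining NADPH was read by diaphorase/resazurin fluorescence.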
TrxR1 substrate: is turned over as a substrate by rat TrxR1. Potency, µM (titrated, usually from 114 µM), without a hit: at the highest dose activity change, negative = substrate turnover. O89049. purified TrxR1 substrate turnover, NADPH consumption readout. actives 0.01% (n = 390,000); note: potency is the fitted concentration of half-maximal effect; % is set by controls: 0 for no effect and ±100 for the full control effect; nearly all actives have a fitted effect of over 50% in size
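Rat TrxR1, dispensed at 90 nM, was prereduced with 400 uM NADPH (final) for 5 min at ~22 deg C, then incubated with compound 15 min before 400 uM selenite. A first-read NADPH fluorescence drop versus no-compound background flagged substrates.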
HP1b binding inh: blocks HP1-beta chromodomain binding to methylated histone tails. AlphaScreen HP1-beta / biotin-H3K9me3 peptide binding. Potency, µM (titrated, usually from 114 µM), for inactives: top-dose activity change, negative = inhibition, usual class: inhibitors. actives 0.56% (n = 390,000). AID 540317; note: potency is the fitted concentration of half-maximal effect; nearly all actives have a fitted effect of over 70% in size; inactives centre near 23
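AlphaScreen: HP1-beta (50 nM) preformed 30 min with biotin-H3(1-18)K9me3 peptide (50 nM) in PBS pH 7.4, 0.01% Tween-20. Compound added for 30 min at RT, then streptavidin donor/nickel chelate acceptor beads (10 ug/mL) for 30 min.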
PGK inhibitor: inhibitors of T. brucei phosphoglycerate kinase. Potency, µM (top dose mostly 57.5 µM), inactives show at the highest dose activity change, negative = inhibition, hits mostly inhibitors. P07378. actives 0.043% (n = 380,000). PGK/GAPDH coupled, Kinase-Glo luminescence, 60 min; note: potency is the fitted concentration of half-maximal effect; % is set by controls: 0 for no effect and ±100 for the full control effect; nearly all actives have a fitted effect of over 60% in size
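Recombinant glycosomal PGK reaction used 1,3-bisphosphoglycerate generated in-well by GAPDH (100nM final) in 100mM TEA pH 7.6, 5mM MgCl2, 0.01% Tween-20. After 60 minutes at room temperature, ATP was read by Kinase-Glo Plus luminescence end-point.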
TrxR1 inh: rat TrxR1 inhibition | O89049 | recombinant rTrxR1, NADPH fluorescence consumption, selenite substrate | Potency, µM (series often up to 114 µM), for inactives: top-dose activity change, negative = inhibition, hits mostly inhibitors | actives 1% (n = 390,000) | AID 588453; note: potency is the fitted concentration of half-maximal effect; % is set by controls: 0 for no effect and ±100 for the full control effect; nearly all actives have a fitted effect of over 65% in size
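Rat TrxR1 (90 nM in the dispensed reagent) was pre-reduced with 400 uM NADPH for 5 min at room temperature, then incubated with compound for 15 min. After 400 uM selenite was added, NADPH fluorescence (Ex 340/Em 450 nm) was followed for 8 min.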
Starred values were filed as active, the others as inactive; i = inactive; ? = inconclusive; . = no result given; & = joins results of further samples; [ ] = another dose, or the depositor's remark. Unless noted, calls come from the whole dose curve; as a rule, active = well fitted curve in the direction sought with a large enough effect; inconclusive = small, poorly fitted or top-dose-only effect, or another doubt; inactive = no such curve, though single readings can be large; an effect the other way counts as inactive or inconclusive.

SMILES | USP1 inh | PI4K2A block | GLS inh | Pin1 inhibitor | IDH1 R132H inh | TrxR1 substrate | HP1b binding inh | PGK inhibitor | TrxR1 inh
COC(=O)c1ccc(N2CCOCC2)c(NC(=O)c2cccs2)c1 | -5% | -2 | 15% | -7% | 12% | -10% | 12% | -7% | -6%
O=C(CN(Cc1ccco1)C(=O)CCC(=O)Nc1nccs1)NCc1ccccc1 | 1% | -5 | 1% | -5% | 1% | 3% | 6% | 1% | 0%[57.1 µM]
O=C(Nc1ccccc1Cl)c1sccc1-c1ccccc1 | -7% | -1 | 6% | 1% | 0% | 7% | 88%[activator] | -8% | 16%
COc1ccc(C(=O)N/C(=C\c2cccc3ccccc23)C(=O)N2CCN(C)CC2)cc1 | -12% | -2 | -2% | -2% | -1% | -1% | 33% | -6% | 25%
CC(=O)Nc1cc(C)nn1-c1nc(C)cc(C)n1 | -18% | -10 | -17% | 4% | 3% | 4% | 40% | -1% | 0%[57.1 µM]
CCc1ccc(N(C(=O)CNC(=O)c2ccco2)C(C(=O)NC2CCCC2)c2ccncc2)cc1 (centres undefined) | -12% | -1 | -4% | 5% | -4% | 5%[0.0914 µM] | 37% | -5% | 15%[57.1 µM]
CCOC(=O)c1oc2ccccc2c1NC(=O)c1cccc(OC)c1 | -25% | -4 | 0% | 4% | 3% | 44%[activator] | 140%[activator] | -8% | 45%[activator]
Cc1ccc(CSC2=Nc3ccccc3C3=NC(CC(=O)NCc4cccs4)C(=O)N23)cc1 (centres undefined) | -1% | 2 | 8% | 9% | -22% | 4%[57.1 µM] | 17% | i | 14%[57.1 µM]
COC(=O)c1cc(NC(=O)Cn2ncc3c2-c2ccccc2OC3)cc(C(=O)OC)c1 | -23% | 1 | 1% | 11% | -16% | -4% | 37% | 10% | 3%
CN1CCN(c2ccc(Cl)cc2NC(=O)c2ccc(=O)n(C)n2)CC1 | -7% | 1 | -11% | -1% | 7% | 7%[57.1 µM] | 7% | -5% | 16%[57.1 µM]
COc1ccc(S(=O)(=O)n2nc(-c3ccc(Cl)cc3)cc2N)cc1 | ? | -3 | 3% | -3% | 4% | 3% | 55%[activator] | -2% | 26%
COc1ccc(CNC(=O)[C@H](C)NC(=O)C2CC(=O)N(c3ccc(OC)cc3)C2)cc1 (some centres undefined) | -6% | 7 | 7% | 0% | -3% | 8%[57.1 µM] | 18% | i | 34%[57.1 µM]
Cc1oc2cc(O)cc(C)c2c(=O)c1-c1cnn(-c2ccccc2)c1 | -13% | 3 | -13% | 36%[activator] | 1% | -7% | 36% | -6% | 12%[57.1 µM]
CCN(CC)CCN(Cc1cc2cc(C)c(C)cc2[nH]c1=O)C(=S)NCc1ccco1 | -16% | -3 | -24% | 2% | 8% | -17%[57.1 µM] | -1% | -1% | 25%[57.1 µM]
Cc1ccc2c(c1)N(C(=O)CCC(=O)NCCN1CCOCC1)CC(C)O2 (centres undefined) | -6% | 0 | -2% | 7% | -3% | 4%[57.1 µM] | 33% | 1% | 3%[57.1 µM]
O=C(CSc1nccn1-c1ccccc1)Nc1nc2ccccc2s1 | -13% | 6 | -10% | -11% | 9% | -3%[57.1 µM] | -11%[57 µM] | 0% | 7%[57.1 µM]
Cc1ccc(NC(=O)CSc2nc(=O)n(CCCN(C)C)c3c2CCC3)c(C)c1 | -21% | 6 | 18% | -2% | -2% | 1% | 13% | 24% | 10%
N#Cc1c(N2CCSCC2)nsc1-c1ccccc1Cl | -22% | 11 | -1% | 18% | -3% | 1% | 143%[activator] | 2% | 3%
COC(=O)c1ccccc1NC(=O)c1ccco1 | 4% | 2 | 12% | 1% | 2% | -13% | 23% | 3% | 7%[57.1 µM]
c1ccc(CNc2nnnn2-c2ccccc2)cc1 | -13% | 6 | -14% | -1% | 16% | 3% | 15% | -4% | 6%
CSc1ccccc1NC(=S)Nc1ccc(S(N)(=O)=O)cc1 | -8% | 6 | 18% | -1% | 11% | 4%[57.1 µM] | 7% | -8% | -21%[57.1 µM]
Cc1noc(NS(=O)(=O)c2ccc(NC(=O)C(CC(C)C)N3C(=O)c4ccccc4C3=O)cc2)c1C (centres undefined) | -21% | -1 | 3% | -3% | -4% | 4% | 19% | -6% | 15%
CCn1c2ccccc2c2cc(CN3CCN(Cc4ccc(Br)cc4)CC3)ccc21 | ? | 2 | 9% | ? | 0% | 2% | ? | -6% | 14%
O=c1[nH]c(SCCOc2ccccc2F)nc2ccccc12 | -19% | -1 | -6% | -9% | 9% | 5%[57.1 µM] | 17% | i | 14%[57.1 µM]
O=C(Cn1c(SCc2ccc(F)cc2)nc2cccnc21)Nc1ccccc1F | -21% | -6 | 6% | -2% | -5% | 2% | 17% | -10% | 2%

The list continues:
SMILES | USP1 inh | PI4K2A block | GLS inh | Pin1 inhibitor | IDH1 R132H inh | TrxR1 substrate | HP1b binding inh | PGK inhibitor | TrxR1 inh
COC(=O)c1ccc(NC(=O)c2cc(-c3ccncc3)nc3ccccc23)cc1 | -13% | 0 | 11% | 2% | -3% | 5% | 11% | -2% | 19%
COc1ccc(OCCCSc2ncccn2)cc1 | -11% | -3 | 6% | 1% | 7% | 9%[57.1 µM] | 61%[activator] | -4% | 15%[57.1 µM]
CC(Sc1nnc(C2CC2)n1C1CC1)C(=O)Nc1cccc(S(=O)(=O)N2CCOCC2)c1 (centres undefined) | -21% | 1 | 0% | -3% | -2% | 3% | 40%[activator] | 8% | 4%
CCN(CC(=O)NCc1ccc(Cl)cc1)C(=O)c1cc(OC)cc(OC)c1 | -8% | 2 | 7% | 3% | -2% | 8%[57.1 µM] | 30% | -1% | 35%[57.1 µM]
Cc1nnc(SC(C)C(=O)NCC2CCCO2)n1-c1ccccc1 (centres undefined) | -21% | 1 | -5% | -5% | 1% | 3% | 10% | -6% | 16%
Cc1ccccc1C(=O)Nc1ccc(S(=O)(=O)N2CCOCC2)cc1 | -15% | -5 | -3% | -1% | 4% | 8%[57.1 µM] | 25% | -4% | 13%[57.1 µM]
Cc1cc(C)c(NC(=O)CCn2c(=O)c3cccn3c3ccccc32)c(C)c1 | -22% | 3 | -6% | -1% | -12% | -2% | -4% | -2% | 14%
COc1ccc(N(CC(=O)NCCc2ccccc2)C(=O)CCC(=O)Nc2nccs2)c(OC)c1 | -13% | -3 | 5% | -5% | -6% | 7%[57.1 µM] | -3% | -7% | 16%[57.1 µM]
Nc1nc(NCC2CCCO2)nc(Nc2ccc(Cl)cc2)c1[N+](=O)[O-] (centres undefined) | 2% | 4 | 0% | 4% | -4% | 0%[57.1 µM] | 19% | -1% | 16%[57.1 µM]
O=C(COc1ccccc1)N(Cc1cccnc1)c1nc2c(F)cc(F)cc2s1 | ? | -3 | -5% | 2% | 5% | -7%[57.1 µM] | 10% | i | 7%[57.1 µM]
CC1CCC/C(=C\Nc2ccc(C(=O)O)c(O)c2)C1=O (centres undefined) | -19% | 3 | 30% | -11% | 11% | -3% | 22% | -5% | ?
O=S(=O)(NC1=NCCC1)c1ccc(F)cc1 | -1% | 2 | -1% | -9% | -2% | 0% | 19% | -9% | 8%
COCCCNC(=O)CSc1c2c(nc3ccc(Cl)cc13)CCCC2 | -5%&-12% | -2&10 | 0%&1% | 36%&1%[activator] | 15%&6% | 0%[57.1 µM] | 9%&32% | -13%&-13% | 19%[57.1 µM]
COC(=O)c1ccc(C(=O)N(C)C2CCCN(Cc3ccccc3F)C2)nc1 (centres undefined) | -15% | -3 | -4% | -11% | 0% | 3% | 31% | -1% | 18%
Cc1c(C(=O)N2CCCCC2)c(S(=O)(=O)NCCc2ccccc2)c(C)n1C | -19% | 5 | -7% | 3% | -1% | 9%[57.1 µM] | 52%[activator] | 11% | 23%[57.1 µM]
C=CCn1c(SCc2ccc(F)cc2)nnc1-c1sc2nc(C)cc(C)c2c1N | -26% | 7 | -12% | 5% | 8% | 43%[activator] | 45%[activator] | i | 32%
CCOC(=O)N1CCN(S(=O)(=O)c2ccc(OCC)cc2)CC1 | -20% | -1 | 7% | 2% | 2% | 13% | 21% | . | 27%
CC1(C)N=c2ccc([N+](=O)[O-])c(N)c2=[N+]1[O-] | -16% | -6 | 0% | 0% | 15% | -9% | 20% | -15% | 1%
CN(C)C1=NCCN1CCC1CCCC1 | -31% | -6 | 6% | -6% | 9% | 8% | 28% | i | 21%
Cc1ccc(S(=O)(=O)N2CCN(C(=O)c3cccc(F)c3)CC2)cc1 | -2% | 10 | 14% | 1% | 0% | -6% | 41% | -5% | -12%
NNC(=O)c1cc(-c2ccc(O)cc2)nc2ccc(Br)cc12 | -23% | -6 | 19% | 3% | 9% | 0% | 43%[activator] | i | 3%
CCCc1nc2c(sc3nc4c(cc32)COC(C)(C)C4)c(=O)n1CCN(CC)CC | -14% | 4 | 4% | 5% | 2% | 10%[57.1 µM] | 8% | 0% | 9%[57.1 µM]
CC(C)(OC(=O)c1cccs1)c1cc2ccccc2c(=O)o1 | -24% | 3 | 0% | ? | 3% | 0%[57.1 µM] | 53%[activator] | -2% | -1%[57.1 µM]
Cc1ccc(S(=O)(=O)N(CC(=O)NCCSCc2ccco2)c2cc(C)ccc2C)cc1 | -17% | -11 | -2% | 3% | 2% | -9% | 26% | i | -15%

This is a subset; the hit share may differ from the screen's.
